# RNase H inhibition: RNase H inhibition, HIV 1 Gag Pol polyprotein, FRET biochemical assay, screening (AID 372); HIV-1 RT RNase H, FRET RNA/DNA substrate fluorescence; higher % means a stronger effect; inhibition, % at 10 µM; hits with a dose series show IC50 in µM; hit rate 0.77% among 100,000; in the data active = inhibition above about 50%
# * hit, by the source's call; & = joins results of further samples. A portion of the library; the hit share may differ from the screen's.
item	compound	RNase H inhibition
1	CCOc1cc(C2C(C(=O)OCCc3ccccc3)=C(C)NC3=C2C(=O)CC(c2ccc(OC)cc2)C3)ccc1OC(C)=O (stereo not drawn)	0%
2	CCc1cc(OCCOCCOc2ccccc2OC)ccc1Cl	24%
3	COc1cc(OC)cc(C(=O)Nc2cccc(-c3nc4ccccc4[nH]3)c2)c1	5%
4	CCCN1C(=O)/C(=C2\SC(N)=NC2=O)c2ccccc21	32%
5	C/C(=N\NS(=O)(=O)c1ccccc1)c1cccc(Br)c1	1%
6	O=C(NC(Nc1ccc(Br)cc1)C(Cl)(Cl)Cl)c1ccc([N+](=O)[O-])cc1 (stereo not drawn)	19%
7	Cc1cc(/C=C(/C#N)C(=O)Nc2ccc(F)cc2)c(C)n1-c1ccccc1	5%
8	CCOC(=O)CSc1nc2sc3c(c2c(=O)n1-c1ccc(C)cc1)CCN(Cc1ccccc1)C3	0%
9	Cc1ccccc1NCC(=O)N/N=C\c1ccc(-c2ccc(Br)cc2)o1	10%
10	N#Cc1c(SCC(=O)c2cccs2)nc2c(c1-c1ccncc1)CCCC2	31%
11	COC(=O)c1ccc(OCCOc2cccc(OC)c2)cc1	3%
12	Cc1cc(Cc2ccc(NC(=O)Nc3ccccc3)c(C)c2)ccc1NC(=O)Nc1ccccc1	26%
13	O=C(NCCc1ccccc1)c1ccc(C#Cc2ccccc2)cc1	8%
14	Cc1[nH]nc(-c2ccccc2)c1Sc1ccccc1	21%
15	COc1ccc(OCC(=O)NCCc2ccc(OC)c(OC)c2)cc1	16%
16	CCOc1ccc(/C=N\NC(=O)c2c(C)nc3cc(C)ccn23)cc1	7%
17	Cc1ccc(C2Nc3ccccc3NC3=C2C(=O)CC(c2ccc(Cl)cc2)C3)cc1 (stereo not drawn)	24%
18	COc1ccc(N(CC(=O)NCc2ccc(C)cc2)S(=O)(=O)c2ccc(OC)c(OC)c2)cc1	5%
19	O=[N+]([O-])c1ccc(-c2nnc(-c3ccc(Br)o3)o2)c(Cl)c1	17%
20	CCC(=O)Nc1nnc(COc2ccccc2)s1	11%
21	CCOC(=O)c1ccc(NC(=O)CN(c2ccc(Br)cc2)S(=O)(=O)c2ccccc2)cc1	23%
22	CCOc1cccc(C(=O)Nc2ccc(NC(=O)CC)cc2)c1	12%
23	CC1=C(C(=O)OCc2ccccc2)C(c2ccncc2)C2=C(CC(c3ccc(Cl)cc3)CC2=O)N1 (stereo not drawn)	1%
24	CCCCCCSc1nc(O)c(C(C)CC)c(=O)[nH]1 (stereo not drawn)	49%
25	Cc1occc1C(=O)Nc1ccccc1C(=O)O	6%
26	Clc1cccc(OCCCCOc2cccc3cccnc23)c1Cl	14%
27	CCCn1c2ccccc2c2nnc(SCc3ccccc3Cl)nc21	41%
28	CCC(CC)C(=O)Nc1ccccc1NC(C)=O	10%
29	Cc1cccc(NC(=O)c2ccc(CN3CCc4ccccc4C3)cc2)c1	7%
30	O=C(COc1ccccc1Br)N/N=C/c1ccccc1O	9%
31	O=C(Nc1ccccc1[N+](=O)[O-])c1ccc(=O)oc1	8%
32	CCOC(=O)c1c(N2C(=O)C3CC(C)=C(C)CC3C2=O)sc2c1CCCC2 (stereo not drawn)	6%
33	O=[N+]([O-])c1ccc(S(=O)(=O)N2CCN(C/C=C/c3ccccc3)CC2)cc1	5%
34	O=[N+]([O-])c1ccc(S(=O)(=O)N2CCN(c3ccccn3)CC2)cc1	0%
35	O=c1cc(-c2ccccc2F)nc(-c2ccccc2F)o1	26%
36	CN(C)C1(c2cccs2)CS(=O)(=O)C1	12%
37	CC(C)(C)c1ccc(-c2n[nH]c(=S)n2/N=C/c2ccc(C(=O)O)cc2)cc1	19%
38	CC1CCN(c2ccc(NC(=O)c3ccc(Cl)cc3)cc2)CC1	1%
39	O=C(NC1CCC(CC2CCC(NC(=O)c3cccs3)CC2)CC1)c1cccs1 (stereo not drawn)	6%
40	COc1cc(S(=O)(=O)N2CCC(C)CC2)c(OC)cc1Cl	7%
41	CCOc1cccc(NC(=O)/C(C#N)=C\c2ccc(OCc3ccc(C(=O)O)cc3)c(OC)c2)c1	7%
42	O=C(Nc1cccc(-c2cc3ccccc3oc2=O)c1)c1ccc(Br)cc1	20%
43	N#Cc1c(/N=C/c2cn(Cc3ccc(Cl)cc3Cl)c3ccccc23)sc2c1CCCC2	22%
44	Cc1cccc2sc(NC(=O)c3cccc([N+](=O)[O-])c3)nc12	9%
45	CCc1ccc2oc(-c3ccc(C)c(NC(=O)/C=C/c4cccc([N+](=O)[O-])c4)c3)nc2c1	14%
46	O=C(/C=C/c1ccccc1)Oc1ccc(C(=S)N2CCOCC2)cc1	5%
47	Clc1cccc(C=NN2CCN(Cc3ccccc3Cl)CC2)c1	8%
48	O=C(Nc1nncs1)C(Sc1ccccc1)c1ccccc1 (stereo not drawn)	0%
49	Cc1cc(C)c(OCC(O)Cn2cnc3cc(C)c(C)cc32)c(C)c1 (stereo not drawn)	4%
50	Cc1ccc2nc(NC(=O)c3cc(-c4cccc(Br)c4)nc4ccccc34)sc2c1	1%
51	CCCOC(=O)c1ccc(NC(=O)C(C)Oc2ccccc2)cc1 (stereo not drawn)	8%
52	CCC(=O)N1CCN(c2cc(N3CCOCC3)c(F)cc2[N+](=O)[O-])CC1	4%
53	O=C(O)c1ccccc1N1C(=O)c2ccc(Oc3ccc([N+](=O)[O-])cc3)cc2C1=O	14%
54	CCOC(=O)C1=C(C)N=c2s/c(=C\c3ccc(O)c(OCC)c3)c(=O)n2C1c1ccc(Cl)cc1 (stereo not drawn)	1%
55	COc1cccc(-n2c(O)c(C=Nc3ccccc3F)c(=O)[nH]c2=O)c1	12%
56	CCOc1cc(C=O)cc(Cl)c1OCC(=O)O	5%
57	COC(=O)Cn1c(CCS(=O)(=O)c2cc(Cl)ccc2Cl)nc2ccccc21	1%
58	Cc1c(O)ccc2c(=O)c(-c3ccccc3Cl)coc12	9%
59	Oc1cccc2ccc(/C=C/c3c(Cl)cccc3Cl)nc12	8%
60	Cc1cc(=O)[nH]c(SCc2cccc(Oc3ccccc3)c2)n1	25%&23%

# Remaining list, next part
item	compound	RNase H inhibition
61	C=CCn1c(=N)n(CC(=O)c2ccc(Br)s2)c2ccccc21	13%
62	O=C(Cc1ccccc1)Nc1ncc(Cc2ccccc2Cl)s1	28%
63	Cc1nn(-c2ccccc2C(=O)O)c(C)c1Oc1ccccc1O	0%
64	O=C(N/N=C/c1ccco1)c1ccc(Br)o1	0%
65	CSc1ccccc1NC(=O)c1nn2c(c1Br)NC(c1ccccc1)CC2C(F)(F)F (stereo not drawn)	17%
66	CCCCn1c(/N=C/c2ccc(C)cc2O)nc2ccccc21	4%
67	Cc1ccc(C)c(NC(=S)NC(=O)c2ccc(C)c(C)c2)c1	8%
68	CCOC(=O)C1=C(CC)OC(N)=C(C#N)C1c1ccccc1 (stereo not drawn)	2%
69	CCc1ccc(-c2nn(-c3ccccc3)cc2/C=C2\C(=O)N(c3ccccc3)N=C2C)cc1	10%
70	COc1cc(C=O)ccc1OCCCCOc1ccc(Cl)cc1	28%
71	COC(=O)C1=C(C)N(C)C(=O)NC1c1ccc([N+](=O)[O-])cc1 (stereo not drawn)	2%
72	COc1ccc(CN2CCN(S(=O)(=O)c3ccc(C)cc3)CC2)c(OC)c1OC	36%

# Continued; it opens with the four that closed the last part.
item	compound	RNase H inhibition
69	CCc1ccc(-c2nn(-c3ccccc3)cc2/C=C2\C(=O)N(c3ccccc3)N=C2C)cc1	10%
70	COc1cc(C=O)ccc1OCCCCOc1ccc(Cl)cc1	28%
71	COC(=O)C1=C(C)N(C)C(=O)NC1c1ccc([N+](=O)[O-])cc1 (stereo not drawn)	2%
72	COc1ccc(CN2CCN(S(=O)(=O)c3ccc(C)cc3)CC2)c(OC)c1OC	36%
73	O=C(COc1ccccc1[N+](=O)[O-])Nc1ccc2oc(-c3ccccc3Br)nc2c1	11%
74	COc1ccc(NC(=O)C2=C(C)NC(=O)NC2c2cccc(OC)c2)cc1 (stereo not drawn)	2%
75	COc1ccccc1NC(=O)CN(CCc1ccccc1)S(=O)(=O)c1ccc(Br)cc1	19%
76	CC(C)CNc1cnn(C)c(=O)c1Cl	0%
77	Cc1c(NC(=O)c2cccnc2)cccc1NC(=O)c1cccnc1	17%
78	C=CCN1C(=O)/C(=C/c2cc(Cl)c(OCCOc3cc(C)cc(C)c3)c(OC)c2)SC1=S	11%
79	CC1=C(C(=O)OC2CCCC2)C(c2ccccc2)C2=C(CC(c3ccccc3)CC2=O)N1 (stereo not drawn)	14%
80	Oc1ccc2cc(Br)ccc2c1C=Nc1ccc(Br)cn1	17%
81	O=C1N=c2ccccc2=C1c1sc(=S)n(NC(=O)c2ccccc2)c1O	16%
82	Cc1cc(O)c(NC(=O)c2ccccc2C)cc1C	12%
83	CCOC(=O)C(=O)C1C(=O)C(=O)C(C)C1=O (stereo not drawn)	1%
84	CCCCOC(=O)c1cccc(NC(=O)c2ccc(OCCCC)cc2)c1	14%

# Reprinted at random: six compounds from above.
item	compound	RNase H inhibition
84	CCCCOC(=O)c1cccc(NC(=O)c2ccc(OCCCC)cc2)c1	14%
82	Cc1cc(O)c(NC(=O)c2ccccc2C)cc1C	12%
74	COc1ccc(NC(=O)C2=C(C)NC(=O)NC2c2cccc(OC)c2)cc1 (stereo not drawn)	2%
77	Cc1c(NC(=O)c2cccnc2)cccc1NC(=O)c1cccnc1	17%
79	CC1=C(C(=O)OC2CCCC2)C(c2ccccc2)C2=C(CC(c3ccccc3)CC2=O)N1 (stereo not drawn)	14%
81	O=C1N=c2ccccc2=C1c1sc(=S)n(NC(=O)c2ccccc2)c1O	16%

# The results go on:
item	compound	RNase H inhibition
85	Cn1c(=O)c2c(n(C)c1=O)=NC1(CCCCC1)N=2	13%
86	CCOc1ccc(C(=O)Nc2cc(-c3nc4ccc(C)cc4o3)ccc2Cl)cc1	12%
87	COc1ccc(N(C(C)C(=O)N/N=C/c2cccs2)S(C)(=O)=O)cc1 (stereo not drawn)	8%
88	COc1ccc(C2CC(=O)C3=C(C2)NC(C)=C(C(=O)OCCc2ccccc2)C3c2ccccc2Br)cc1 (stereo not drawn)	18%
89	Cc1cc(C)nc(SCC(=O)OCC(=O)Nc2ccc(S(N)(=O)=O)cc2)n1	1%
90	Cc1ccsc1/C=C1\SC(=S)N(CC2CCCO2)C1=O (stereo not drawn)	26%
91	O=c1c(CN2CCc3ccccc3C2)coc2ccccc12	5%
92	Cc1oc(C(=O)O)cc1COc1cccc2ccccc12	9%
93	Cc1ccsc1C=Nc1ccccc1C(N)=O	0%
94	COc1cc(C(=O)N2CCCCCC2)cc(OC)c1OC	3%
95	COC(=O)c1ccc(/C=N/NC(=O)CO)cc1	0%
96	O=C1C(=O)N(c2ccc(Cl)cc2)C(=O)N1Cc1ccccc1	21%
97	O=C1/C(=C\c2ccc(O)c([N+](=O)[O-])c2)SC(=S)N1c1ccccc1	35%
98	O=C1/C(=C\c2ccc(-c3ccc(Cl)c(Cl)c3)o2)SC(=S)N1C1CCS(=O)(=O)C1 (stereo not drawn)	13%
99	Cc1[nH]n(-c2ccc([N+](=O)[O-])cc2)c(=O)c1C=NCc1cccc(C(F)(F)F)c1	6%
100	CCCCn1c(/N=C/c2nc3ccccc3n2C)nc2ccccc21	5%
101	CC1CC(O)N(C(=O)c2ccccc2O)N1C (stereo not drawn)	0%
102	CCc1ccc2oc(-c3ccc(NC(=O)c4cc(Br)ccc4OC)cc3)nc2c1	0%
103	Fc1cccc(/C=N/n2c(-c3ccccc3)n[nH]c2=S)c1	16%
104	O=C(Nc1c(C(=O)N2CCCC2)cnn1-c1ccccc1)c1cccc(F)c1	3%
105	COCCOC(=O)c1c(C)oc2c1cc(NS(=O)(=O)c1ccc(F)cc1)c1ccccc12	11%
106	Cc1ccc(SCCNC(=O)CCSc2ccc(Cl)cc2)cc1	4%
107	CCOC(=O)C1=C(C)NC2=C(C(=O)CCC2)C1c1ccc(OCc2ccc(Cl)cc2)c(OC)c1 (stereo not drawn)	5%
108	COc1ccc(C(=O)/C=C/c2ccc(C)o2)cc1	13%
109	COC(=O)CC(C(=O)OC)P(=O)(O)CN(C)S(C)(=O)=O (stereo not drawn)	2%
110	O=C(O)c1ccc2c(c1)C(=O)N(c1cnc(-c3ccccc3)s1)C2=O	1%
111	Clc1cccc(-c2nnc(-c3ccc4c(c3)OCO4)o2)c1	15%
112	COc1ccc(CCNC(=O)C2CCCCC2)cc1OC	4%
113	CC1=NN(c2ccccc2)C(=O)/C1=C\c1cn(-c2ccccc2)nc1-c1cc2ccccc2oc1=O	14%
114	O=C(Cc1ccccc1)N1CCN(c2ccc([N+](=O)[O-])cc2Cl)CC1	10%
115	COc1ccc(C(=O)N=Nc2c(O)n(CN3CCCC3)c3ccc(Br)cc23)cc1	6%
116	O=C(COC(=O)c1cc(-c2ccccc2)nc2ccc(Br)cc12)c1cccc([N+](=O)[O-])c1	11%
117	COc1ccc2nc(Cl)c(/C=C(\C#N)c3nc(-c4cc5cc(Br)ccc5oc4=O)cs3)cc2c1	0%
118	COc1ccc(C(=O)COC(=O)c2ccc(NC(C)=O)cc2)cc1[N+](=O)[O-]	6%
119	COc1ccc(C(=O)Nc2cc(-c3nc4ncccc4o3)ccc2C)cc1	19%
120	O=C(Cc1ccccc1)N/N=C/C=C/c1ccc(Br)cc1	0%
121	O=C1NC(=O)N(c2cccc3ccccc23)C(=O)/C1=C/c1ccc(O)c(O)c1	22%
122	Cn1c(SCC(=O)c2ccc(Cl)cc2)nc2sc3c(c2c1=O)CCCC3	21%
123	COc1ccc(-c2csc(/C(C#N)=C/c3ccc(Cl)cc3)n2)cc1	4%
124	Cc1cc([N+](=O)[O-])nn1CC(=O)NCC(C)C	2%
125	C=CCN1C(=O)/C(=C\c2ccccc2OS(=O)(=O)c2ccccc2[N+](=O)[O-])SC1=S	26%
126	Cc1cc(-c2ccco2)c(C#N)c(SCC(=O)c2ccc(O)c(O)c2)n1	1.4µM*
127	O=C(Nc1cccc([N+](=O)[O-])c1)c1cc(-c2ccccc2Cl)nc2ccccc12	19%
128	Cc1cc(C)c(C(=O)/C=C/c2ccc(Br)cc2)c(=O)[nH]1	9%
129	COc1ccc(OC)c(C2NC(=O)NC(C)=C2C(=O)Nc2ccccc2Cl)c1 (stereo not drawn)	10%
